# Screening results as filed in PubChem BioAssay.
# Rtt109 Vps75 = inhibitors of Candida albicans Rtt109/Vps75 histone acetyltransferase; actives 0.16% (n = 330,000); inhibition, % at 34.9 µM; Q5AAJ8; purified Rtt109/Vps75, ThioGlo CoA-SH fluorescence, 4 h;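 active means inhibition of at least 50% in every replicate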
# CAL PDZ FP-1 = human CAL PDZ-peptide interaction inhibition. AID 504414. actives 0.02% (n = 330,000). inhibition, % at 20 µM. Q9HD26. purified CAL PDZ, TMR-peptide fluorescence polarization, 1 h;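 active means highest replicate inhibition of at least 40%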;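 further: plate controls were DMSO neutral control wells for no effect and unlabeled competitor peptide control wells for full effect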
#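 Material: tagged CAL PDZ domain; buffer or medium: 25 mM sodium phosphate pH 7.4, 150 mM NaCl, TCEP, IgG, Thesit; compound dosing: single point, 20 µM; schedule: 1 h incubation at room temperature before polarization reading; measured by: FP readout, S and P plane fluorescence; read-out basis: percent inhibition from loss of millipolarization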
# Tat export inh = E. coli Tat transport inhibition; E. coli MC4100 TorA-mCherry Tat export, fluorescence; inhibition, % at 10 µM; actives 0.036% (n = 340,000); AID 488895;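 active means mean replicate inhibition at least 50% and at least half of replicates individually reaching 50%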;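 further: exported cargo escapes ClpAP degradation while cytoplasmic cargo is degraded and loses fluorescence; 0% = median of neutral control wells and 100% = median of NaSCN control wells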
# MITF TRPM1 HTS = increases MITF-driven TRPM1 promoter luciferase signal | SK-MEL-5 TRPM1-promoter luciferase, 24 h; % of positive control, neutral wells = 0 | activation, % at 12.5 µM | actives 0.75% (n = 300,000);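 active means mean activation of at least 80% with every replicate also reaching 80%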;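 further: 0% = neutral control wells and 100% = parthenolide positive control wells; values of inactives mirror those of a sister screen read the other way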
# CAL PDZ FP-2 = inhibitors of human CAL PDZ peptide binding; actives 0.92% (n = 300,000); Q9HD26; purified CAL PDZ, TMR-peptide fluorescence polarization, 1 h; inhibition, % at 24.9 µM; AID 602252;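 active means mean inhibition of at least 30% with at least half of replicates also reaching 30%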;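 further: 0% = DMSO neutral control and 100% = excess unlabeled competitor peptide PRC23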
# dFosB act = activators of mouse delta FosB homodimer. AID 493131. actives 0.99% (n = 340,000). activation, % at 25 µM. P13346. purified delta FosB, TAMRA-CDK5 oligo fluorescence polarization; percent of positive-control signal above neutral wells;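 active means mean activation above about 17%, with every replicate also reaching it, limit read from the data, passing the limit was not always enough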;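 further: fluorescence polarization rise as delta FosB binds a TAMRA Cdk5 AP-1 oligo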
# Target sequence (P13346 whole entry, looked up): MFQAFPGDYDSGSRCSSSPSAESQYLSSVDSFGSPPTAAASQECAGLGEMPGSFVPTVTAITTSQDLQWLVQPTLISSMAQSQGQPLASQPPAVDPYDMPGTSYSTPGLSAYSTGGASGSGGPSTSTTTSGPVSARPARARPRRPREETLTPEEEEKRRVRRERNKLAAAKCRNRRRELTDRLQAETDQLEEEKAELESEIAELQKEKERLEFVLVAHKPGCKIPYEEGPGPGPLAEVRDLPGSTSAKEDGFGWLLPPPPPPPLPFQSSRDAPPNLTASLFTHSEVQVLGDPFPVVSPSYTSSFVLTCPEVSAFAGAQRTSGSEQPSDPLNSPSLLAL
# Wnt bcat act = activators of Wnt/beta-catenin signaling | Wnt/beta-catenin reporter cell assay, activator, plate reader | actives 1.2% (n = 300,000) | activation, % at 9.35 µM; in the data active means activation above about 30%, passing the limit was not always enough;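 further: 0% = neutral control wells and 100% = positive control wells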
# RTF Ca sens act = increases calcium sensitivity of human cardiac regulated thin filaments; P19429+P45379; IANBD-labeled TnC RTF fluorescence at EC20 calcium; 0% EC20 calcium, 100% full calcium; activation, % at 7.2 µM; actives 0.24% (n = 340,000); AID 493008;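 active means activation above the mean over all tested compounds plus 3 SD, cut at about 30% in these data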;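 further: rise in fluorescence read as greater calcium sensitivity of cardiac thin filaments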
# V-ATPase pHluor = yeast V-ATPase proton transport regulation by pHLuorin; response, % at 10 µM; S. cerevisiae, pHLuorin cytosolic pH fluorescence; actives 0.37% (n = 350,000); in the data active means response mostly above about 7.3%, no sharp cut-off; inactive means mostly below about 5.4%; further: actives read high; inactives centre near 0; some compounds called inactive have numbers as strong as hits; reference of the scale not given here
# CDK5 inh = inhibitors of human CDK5/p35 kinase. actives 0.01% (n = 330,000). Recombinant CDK5/p35, ADP-Glo luminescence, 60 min. inhibition, % at 10 µM;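 active means highest replicate inhibition of at least 50% and at least 75% of replicates reaching 50%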;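 further: plate controls were DMSO neutral control for no effect and GW8510 at 10 µM for full effect; many of its hits are not listed in these tables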
# Target sequence (Q00535 whole entry, looked up): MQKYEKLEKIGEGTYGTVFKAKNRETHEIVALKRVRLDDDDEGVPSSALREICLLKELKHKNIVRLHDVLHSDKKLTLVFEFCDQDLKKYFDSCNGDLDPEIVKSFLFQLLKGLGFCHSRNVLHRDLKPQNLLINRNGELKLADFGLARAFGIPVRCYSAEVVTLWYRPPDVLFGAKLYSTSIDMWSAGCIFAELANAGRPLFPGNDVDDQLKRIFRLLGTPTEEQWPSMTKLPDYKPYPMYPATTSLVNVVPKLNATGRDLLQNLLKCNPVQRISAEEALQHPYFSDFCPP
# Target sequence (Q15078 whole entry, looked up): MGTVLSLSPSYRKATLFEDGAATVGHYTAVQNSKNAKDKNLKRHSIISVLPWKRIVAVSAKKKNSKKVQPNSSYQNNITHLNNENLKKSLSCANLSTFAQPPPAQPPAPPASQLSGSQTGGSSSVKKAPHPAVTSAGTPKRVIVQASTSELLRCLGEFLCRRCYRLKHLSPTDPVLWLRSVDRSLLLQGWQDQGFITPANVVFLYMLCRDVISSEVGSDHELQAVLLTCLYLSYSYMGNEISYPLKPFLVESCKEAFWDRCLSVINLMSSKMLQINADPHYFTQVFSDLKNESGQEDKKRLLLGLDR
# Active calls of the source: *; nt = not tested or not shown; + = active, no number. No enrichment for hits. About 4.1% of those tested had a hit in this group.
SMILES,Rtt109 Vps75,CAL PDZ FP-1,Tat export inh,MITF TRPM1 HTS,CAL PDZ FP-2,dFosB act,Wnt bcat act,RTF Ca sens act,V-ATPase pHluor,CDK5 inh
Nc1cc(=O)[nH]c(SCC(=O)NCC2CCCO2)n1 (configuration not stated),-11,-0.5,-1,nt,1,-4,0,4,2,0.3
O=C(N/N=C/c1ccco1)c1cc(=O)[nH]c2ccccc12,-25,0.5,4,-3,8,8,nt,-2,-2,-1.0
CCOC(=O)C1=CN(CC)S(=O)(=O)NC1c1ccc(C(F)(F)F)cc1 (configuration not stated),-3,-0.5,3,2,-5,-1,-3,-2,-1,3.0
O=c1[nH]c2ccccc2c(O)c1-c1ccccc1,-8,0.2,-3,-5,1,1,-2,13,-1,-6.7
Cc1cccc(C(C)C)c1NC(=O)C(C)OC(=O)Cc1n[nH]c(=O)c2ccccc12 (configuration not stated),-9,-2.1,0,-10,-3,2,1,-1,-1,2.3
Cc1ccc2c(C)c(C(=O)N(C)Cc3ccncn3)oc2c1C,1,-0.2,-1,5,-1,-5,0,0,-1,-1.3
Nc1ncc(Br)cc1S(=O)(=O)Nc1cc(C(F)(F)F)cc(C(F)(F)F)c1,11,-3.0,2,0,-4,-4,-6,2,-1,-0.9
CCC(C)NC(=O)COC(=O)c1cc([N+](=O)[O-])ccc1Sc1nc(C)cs1 (configuration not stated),-4,0.3,9,-12,-2,0,-5,-3,1,-0.5
Cc1c(CN2CCCC(C(=O)c3cccc(OC(C)C)c3)C2)c(=O)n(-c2ccccc2)n1C (configuration not stated),-16,-0.1,13,1,5,-10,-2,11,-1,-5.6
CCOC(=O)c1[nH]c(C)c(C(=O)N2CCN(C(=O)c3ccco3)CC2)c1C,2,-0.1,-7,-1,-5,-4,-1,-6,-1,-0.3
CCCc1nc(NCc2ccco2)c(C#N)c2c1COC(C)(C)C2,-4,-0.9,-5,4,1,-11,-4,2,-5,-0.3
C=CCNc1oc(-c2ccc(-c3ccccc3)cc2)nc1C#N,1,1.7,-4,-1,0,0,nt,-5,-2,-1.9
O=C1CC(NCC2CCCO2)C(=O)N1c1ccc(Cl)cc1 (configuration not stated),-4,0.0,-2,-7,1,-1,-5,2,-2,-0.4
COc1cc(NC(=O)Cn2c(=O)n(CC3CCCO3)c(=O)c3cc(OC)c(OC)cc32)cc(OC)c1 (configuration not stated),-2,-3.2,4,8,nt,-10,-2,3,-1,-1.6
CCOc1ccc(N2Cc3ncccc3C2=O)cc1,10,0.0,2,4,nt,6,nt,8,1,1.6
O=C(NCCc1ccccc1)C(c1ccc(F)cc1)N(C(=O)c1csnn1)C1CC1 (configuration not stated),3,-2.3,2,12,-4,-7,-1,-4,-3,0.4
COc1cc(NC(=O)N2CCOCC2)cc(OC)c1,-5,0.1,-3,0,-1,1,nt,4,0,0.2
COc1cc(C(=O)OCC(=O)NC2CCCCC2)cc2c1OCCO2,7,-2.5,-11,10,-2,4,1,-4,-8,-11
CC(=O)NNc1ncnc2c1cnn2-c1ccc(C)c(C)c1,-27,-3.5,-5,42,nt,-5,0,1,-2,-2.8
O=C(OCC(O)COc1ccccc1)c1ccc([N+](=O)[O-])cc1 (configuration not stated),2,-0.2,-1,-6,2,0,-1,-4,4,-0.2
c1csc(-c2nc3ccccn3c2NC2CCCCC2)c1,nt,-1.3,3,-2,6,-10,0,6,-6,1.5
Cc1noc(C)c1COc1ccccc1C(=O)NCCOc1ccccc1F,0,-1.9,5,21,-2,-7,11,2,0,0.4
Cc1nc([N+](=O)[O-])cn1CC(=O)Nc1ccc(F)c(Cl)c1,-6,0.1,0,nt,-3,-3,-1,2,0,0.9
Cc1ccc(OCC(=O)NCc2ccco2)c([N+](=O)[O-])n1,-1,-0.4,8,10,15,7,0,3,4,1.0
COc1cccc(N(C(=O)c2ccco2)c2nc(-c3sc(NC(=O)c4ccco4)nc3C)cs2)c1,1,0.7,-3,-73,1,-13,-15,-1,-8,0.9
CCc1ccc(CNC(=O)C2CCN(S(=O)(=O)N3CC(C)CC(C)C3)CC2)cc1 (configuration not stated),-6,-2.4,-4,-11,-2,-11,-1,-3,2,nt
Cc1ccccc1C(=O)N1CCC(C(=O)Nc2ccc(S(=O)(=O)N3C(C)CCCC3C)cc2)CC1 (configuration not stated),14,-2.5,8,-7,nt,-16,-3,6,-1,-2.2
COc1cc(C2NC(=S)NC(c3ccccc3)=C2C(C)=O)ccc1O (configuration not stated),9,-2.1,0,-4,-2,-5,0,-4,3,-0.4
Cc1ccc(-n2ccc(=O)c(C(=O)Nc3ccc(S(=O)(=O)Nc4nccc(C)n4)cc3)n2)cc1,2,-1.7,5,2,30,-27,1,-3,-2,2.2
Nc1nonc1C(=O)OCC(=O)N1CCOCC1,-7,0.0,-5,-4,nt,5,nt,-1,-3,-2.8
O=C(O)c1cc(C2CC2)nn1-c1ccccc1,0,0.4,4,nt,-5,-4,-2,7,-2,0.5
O=[N+]([O-])c1cccc(OCCCN2CCC(Cc3ccccc3)CC2)c1,0,-2.8,-1,nt,0,-1,-1,-3,1,0.1
CC(C)(C#N)C(C)(C)c1nn[nH]n1,1,-0.6,-5,2,1,-12,-2,4,0,-1.6
Cc1cc(N2CCCCC2C)nc(-c2ccccc2O)n1 (configuration not stated),15,-0.7,10,-3,-4,5,0,9,-6,0.7
CN(c1ccccc1)c1nc(N)c([N+](=O)[O-])c(Nc2ccccc2)n1,0,-1.3,0,27,-3,-4,0,-7,-2,0.2
Cc1ccc(Cl)cc1NS(=O)(=O)c1ccc(-n2cccn2)cc1,4,-2.0,-5,-2,2,-11,0,1,6,-3.5
O=C(CN1C(=O)CSc2ccc(C(F)(F)F)cc21)Nc1ccccc1,8,0.1,1,4,nt,-2,-1,-1,-2,-1.3
COc1ccc(S(=O)(=O)N(C)CC(=O)Nc2ccc(C)cc2)cc1OC,7,-2.2,1,-1,-3,-11,0,6,-2,1.3
CCOC(=O)N1C2CCC(C2)N1C(=O)OCC,1,-0.4,-3,3,-1,-1,-1,2,-3,-0.1
CCN(C[C@H]1N[C@@](CC)(C(=O)OC)[C@H]2C(=O)N(C)C(=O)[C@@H]12)C(=O)Nc1ccccc1,6,0.0,-6,3,-4,-3,-3,2,0,3.7
CCOC(=O)c1[nH]c(C)c(/C=N/O)c1C,1,1.0,-6,-7,-1,6,nt,-5,-6,3.0
COc1cccc(/C=N/NC(=O)c2c(-c3ccccc3)noc2C)c1OC,3,-0.5,-4,-4,-1,-12,-1,0,1,0.9
CCCc1nc(NCC2CCCO2)c2nnn(Cc3ccccc3)c2n1 (configuration not stated),-5,-0.3,0,-1,0,0,nt,-5,-1,1.2
COc1cc2cc(C(c3nnnn3C(C)(C)C)N3CCc4ccccc4C3)c(=O)[nH]c2cc1OC (configuration not stated),3,-2.1,-3,-14,-2,-9,34*,5,-1,-0.2
COc1ccc(CCCc2nnc(SCC(=O)Nc3ncc(C)s3)o2)cc1,12,-1.0,5,-13,11,5,nt,-7,-1,7.8
CCOC(=O)CSc1nnc(-c2ccc3ncccc3c2)n1C,2,-0.1,-10,-1,+,8,2,-7,6,1.0
COc1ccc(C(=O)Nc2cccc(S(C)(=O)=O)c2)cc1,nt,-2.8,0,-4,0,0,2,-6,1,1.0
Cc1cc(C)cc(OCC(=O)OCC(=O)NCCC2=CCCCC2)c1,-5,-0.8,-10,5,-6,-8,-7,-2,-9,0.7
CCOc1cccc2cc(C(=O)NCc3cccnc3)c(=O)oc12,-1,-2.4,-3,15,nt,-4,nt,-3,-5,0.3
COc1cc2c(cc1NC(=O)c1ccco1)CCCC2,-3,-2.8,9,40,1,6,12,12,4,5.8
Cc1cc(C)n(-c2ncc(C#N)cn2)n1,-3,-0.8,-2,-15,4,3,0,1,2,-0.2
CN(C)c1ccnc(Oc2ccc(C(C)(C)C)cc2)c1C#N,1,-1.7,9,48,-3,-6,nt,-5,2,-0.6
Cc1ncc([N+](=O)[O-])n1S(=O)(=O)c1cc(Br)ccc1Br,10,0.0,-9,nt,-4,-3,-1,-10,6,-0.1
CCCOc1ccc(Cn2c(=O)oc3ccc(C)cc32)cc1OC,2,nt,18,nt,1,3,1,17,0,-7.4
Cc1ccc(NC(=O)c2cc(=O)c3ccccc3o2)c(C)c1,3,-3.1,-1,35,-3,3,17,-6,1,-1.3
CCC(CC)NC(=O)CCc1nc2ccccc2c(=O)[nH]1,-1,-1.3,-6,-8,nt,-6,nt,-4,2,-0.6
COc1cc(/C=N/NC2=NS(=O)(=O)c3ccccc32)ccc1OC(C)=O,-2,-1.8,-1,-1,-1,-11,-2,-5,-2,0.4
Cc1ccc2[nH]cc(CCNC(=O)c3ccc([N+](=O)[O-])cc3)c2c1,-6,-1.5,-2,9,-3,-3,-5,-6,3,0.6
O=C(CNC(=O)C1COc2ccccc2O1)N/N=C\c1ccccc1Cl (configuration not stated),0,-2.0,-4,-3,0,-5,1,4,-1,0.3
O=C(NNc1ccccn1)c1ccc(Cl)nc1,0,-1.6,-2,13,-4,5,-4,0,-4,-1.6
# Other results
SMILES,Rtt109 Vps75,CAL PDZ FP-1,Tat export inh,MITF TRPM1 HTS,CAL PDZ FP-2,dFosB act,Wnt bcat act,RTF Ca sens act,V-ATPase pHluor,CDK5 inh
COc1cccc(NC(=O)CSc2nnc(Cn3nnc4ccccc43)n2C)c1,0,nt,-1,9,-4,0,nt,-5,1,-0.5
CCCn1c(=N)n(CC(=O)OCC)c2ccccc21,2,-1.2,5,7,2,-3,nt,-3,4,0.7
COCCNC(=O)c1ccccc1NC(=O)c1cc(OC)cc(OC)c1,-5,-3.7,-3,1,3,-17,2,3,1,-0.5
CCCCn1c(N)c(N(CC(C)C)C(=O)c2oc3ccc(Br)cc3c2C)c(=O)[nH]c1=O,-7,-2.8,0,-3,-1,-11,-4,-16,5,-1.3
CC1=CC(C)(C)Nc2ccc(OC(=O)CN3C(=O)c4cccc5cccc(c45)C3=O)cc21,-6,-0.2,0,-21,14,-10,nt,-11,-6,-0.6
Fc1ccc(N2CCN(C(c3cccs3)c3nnnn3CCc3ccccc3)CC2)cc1 (configuration not stated),-2,1.2,-4,-10,-3,-5,nt,5,5,-3.9
CCOc1cccc2cc(C(=O)NCc3ccccc3)c(=N)oc12,7,-0.6,-2,-8,1,-18,nt,1,0,0.9
Cc1ccc(Nc2nnc(SCC(=O)NCCN3C(=O)CSC3=O)s2)cc1,-3,-2.0,1,11,2,1,3,3,2,0.7
COC1(OC)C(/C=C/c2ccc(C)cc2)C(C#N)(C#N)C1(OC)OC (configuration not stated),10,-0.1,2,nt,-2,-5,-1,0,4,0.0
CCOC(=O)C(=CNc1ccc(-c2ccco2)c(Cl)c1)C(=O)OCC,-5,-2.2,-9,nt,nt,-3,6,-2,-5,1.4
